Assay outcomes as filed in PubChem BioAssay.
RXFP1 antag = qHTS Assay for Antagonists of the Relaxin Receptor RXFP1. Relaxin receptor 1 (Homo sapiens), Q9HBX9. HEK293-RXFP1, relaxin-stimulated cAMP HTRF, 30 min; stronger effect = lower value. activity change, negative = inhibition, % at 57.5 µM. 350,000 tested, 0.59% active. AID 1259400, 2018;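 active means activity change of -60% or lower, but not beyond a set lower limit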; further: on the % scale 0 is the no-effect control and ±100 the full control effect
TRHR agonist = qHTS for Small Molecule Agonists and Allosteric Enhancers of Human TRH Receptor: Primary Screen for Agonists. Thyrotropin-releasing hormone receptor (Homo sapiens), P34981. TRHR cells, calcium flux fluo-8, FDSS agonist mode. activation, % at 2 µM. 360,000 tested, 0.18% active. AID 493084, 2011; further: 0% is about no effect
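Fluo-8-loaded TRHR cells; 10 s baseline, compound added, kinetic Ca2+ fluorescence read 1/s, agonist mode.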
D2 PAM = HTS Assay for Positive Allosteric Modulators of the Human D2 Dopamine Receptor: Primary Screen for Potentiators; D(2) dopamine receptor (Homo sapiens), P14416; HEK293 T-REx D2, calcium flux, EC20 dopamine potentiation; potentiation, % at 10 µM; 340,000 tested, 0.34% active;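 active means potentiation over 3 SD above the plate norm, cut at about 30% in these data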; further: 0% is about no effect
Target sequence (P14416 whole entry, looked up): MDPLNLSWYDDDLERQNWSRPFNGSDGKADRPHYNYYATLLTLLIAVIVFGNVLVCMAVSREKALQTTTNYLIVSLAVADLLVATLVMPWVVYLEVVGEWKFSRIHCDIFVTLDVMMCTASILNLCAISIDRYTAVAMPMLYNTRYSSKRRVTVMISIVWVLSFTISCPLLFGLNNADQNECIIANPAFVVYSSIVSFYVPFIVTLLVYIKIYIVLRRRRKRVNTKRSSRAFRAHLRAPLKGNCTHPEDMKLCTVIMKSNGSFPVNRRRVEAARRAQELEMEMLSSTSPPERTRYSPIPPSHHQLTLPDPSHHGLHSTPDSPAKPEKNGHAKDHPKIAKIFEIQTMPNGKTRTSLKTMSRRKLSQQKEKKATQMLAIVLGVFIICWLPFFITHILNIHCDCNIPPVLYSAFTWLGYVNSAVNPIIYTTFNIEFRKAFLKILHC
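Tetracycline-induced Hek293 Trex D2 cells, force-coupled to calcium, loaded with no-wash calcium dye. Compound added with 180 s kinetic read for agonism, then EC20 dopamine and a further 180 s read for potentiation.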
D2 ag = HTS Assay for Allosteric Agonists of the Human D2 Dopamine Receptor: Primary Screen for Agonists | D(2) dopamine receptor (Homo sapiens), P14416 | HEK293 T-REx D2 cells, calcium flux agonist mode | activation, % at 2 µM | 340,000 tested, 0.53% active | AID 485358, 2010;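 active means activation over 3 SD above normal in the single-dose calcium agonist read, cut at about 30% in these data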; further: 0% is about no effect
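HEK293 Trex D2 cells, tetracycline-induced, o/n 30 C 5% CO2; no-wash Ca dye, RT 30–90 min; 10-cycle baseline, 23 nl cpd added, kinetic Ca read 180 s; agonist hits = positive Ca response.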
D2 antag = HTS Assay for Allosteric Antagonists of the Human D2 Dopamine Receptor: Primary Screen for Antagonists. D(2) dopamine receptor (Homo sapiens), P14416. HEK293 TREx D2 cells, calcium flux, dopamine EC80. inhibition, % at 10 µM. 340,000 tested, 2% active. AID 485344, 2010; in the data active means inhibition above about 30%; further: 0% is about no effect
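Compounds are added to dye-loaded, induced HEK293 T-REx cells coupled to calcium release via D2; after a 3 min kinetic read an EC80 dopamine stimulus is given and fluorescence is recorded for 3 more min.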
D1 potentiator = Potentiators of Human D1 Dopamine Receptor: qHTS. potentiation, % at 10 µM. D(1A) dopamine receptor (Homo sapiens), P21728. 360,000 tested, 0.036% active. HEK293 TREx D1 cells, calcium flux, dopamine EC20 potentiation; in the data active means potentiation above about 30%; further: 0% is about no effect
Target sequence (P21728 whole entry, looked up): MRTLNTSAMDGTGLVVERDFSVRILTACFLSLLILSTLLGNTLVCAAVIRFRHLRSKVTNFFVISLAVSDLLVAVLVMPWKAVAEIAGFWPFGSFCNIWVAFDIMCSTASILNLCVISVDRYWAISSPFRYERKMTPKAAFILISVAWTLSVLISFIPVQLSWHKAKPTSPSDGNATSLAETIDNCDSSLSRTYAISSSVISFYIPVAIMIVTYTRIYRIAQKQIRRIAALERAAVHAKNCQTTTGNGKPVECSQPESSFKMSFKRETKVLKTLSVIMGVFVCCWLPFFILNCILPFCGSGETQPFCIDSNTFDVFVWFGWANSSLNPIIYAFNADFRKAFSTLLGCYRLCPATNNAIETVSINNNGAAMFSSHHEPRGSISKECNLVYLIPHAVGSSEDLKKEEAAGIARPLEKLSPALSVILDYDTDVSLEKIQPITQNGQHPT
D1 antagonist = Antagonist of Human D 1 Dopamine Receptor: qHTS | D(1A) dopamine receptor (Homo sapiens), P21728 | HEK293 TREx D1 cells, calcium flux, dopamine EC80; stronger effect = lower value | activity change, negative = inhibition, % at 10 µM | 360,000 tested, 3.2% active | AID 504652, 2011; in the data active means activity change below about -30%; further: on the % scale 0 is the no-effect control and ±100 the full control effect
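After overnight tetracycline induction at 30 C, force-coupled D1 HEK293 cells took up a no-wash calcium dye at room temperature. Compounds were added and monitored 180 s, and the response to EC80 dopamine was then recorded.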
D1 agonist = Allosteric Agonists of the Human D1 Dopamine Receptor: qHTS; D(1A) dopamine receptor (Homo sapiens), P21728; HEK293 T-REx D1 cells, calcium flux, agonist mode; activation, % at 2 µM; 360,000 tested, 1% active; further: 0% is about no effect
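Inducible HEK293 T-REx D1 cells, force-coupled to calcium signalling, were plated at 4000 cells/well with tetracycline and held overnight at 30 C. After no-wash calcium dye loading, compound-evoked calcium rise over 180 s flagged agonists.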
TRHR PAM = qHTS for Small Molecule Agonists and Allosteric Enhancers of Human TRH Receptor: Primary Screen for Enhancers | TRHR cells, fluo-8 calcium fluorescence, EC20 TRH enhancement | AID 493056, 2011 | Thyrotropin-releasing hormone receptor (Homo sapiens), P34981 | enhancement, % at 2 µM | 360,000 tested, 0.66% active; in the data active means enhancement above about 30%; further: 0% is about no effect
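Enhancer read-out: after compound pinning and an initial kinetic agonist-mode read, an EC20 of TRH (10 nM final) was injected and fluo-8 calcium signal (Ex 480/Em 530) followed at 1 s/cycle for 100 cycles in TRHR-expressing cells.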
Numbers without * were called inactive; . = not tested or not shown. Unless noted, no stated cut-off is given here; in the data, active means activation above about 30%; inactive means the rest.

SMILES	RXFP1 antag	TRHR agonist	D2 PAM	D2 ag	D2 antag	D1 potentiator	D1 antagonist	D1 agonist	TRHR PAM
COc1ccc(C(C(=O)NC(C)(C)C)N(C(=O)Cn2nnc3ccccc32)c2ccc(C(C)=O)cc2)cc1O (configuration not stated)	3	0.8	-4	1.3	16	-4	6	0	4
CC(OC(=O)c1ccc(-n2cnnn2)cc1)C(=O)N(C)c1ccccc1 (configuration not stated)	0	-0.3	-3	-0.1	-13	-4	-21	1	-1
CC1CCCCN1C(=O)CSc1n[nH]c(-c2ccccc2Cl)n1 (configuration not stated)	8	0.2	-10	0.1	.	-1	0	0	-3
CN(C(=O)C1CCCN(c2ncnc3c2nc2n3CCCCC2)C1)c1cccc(Cl)c1 (configuration not stated)	-13	-0.2	6	-1.9	5	-2	13	6	-1
Cc1ccc2c(c1)c(C)c(C)n2CC(O)Cn1nc(C)c(Br)c1C (configuration not stated)	-11	0.4	8	-0.4	9	13	8	2	7
Cc1cc(C(=O)COC(=O)c2csc3c2CCCC3)c(C)n1C	-6	0.0	8	0.0	2	0	34	1	-8
CN(C(=O)CC1C(=O)NCCN1Cc1ccccc1F)C1CCOCC1 (configuration not stated)	-1	0.7	12	0.7	-6	-3	-7	2	1
COc1ccc(Cl)cc1NC(=O)CCN1CCN(C)CC1	-9	0.0	4	0.0	-2	0	1	3	2
CCN(C(=O)CSc1nnc(-c2ccc3c(c2)OCO3)o1)C1CCS(=O)(=O)C1 (configuration not stated)	6	0.5	0	-0.9	-14	0	11	3	4
Cc1ccc(Nc2nnc(SCC(=O)Nc3cccc(S(=O)(=O)NC4=NCCCCC4)c3)s2)cc1	-6	-0.1	3	-1.5	14	7	-4	0	-6
O=C(N/N=C/c1cccc([N+](=O)[O-])c1)c1ccc(COc2ccccc2-c2ccccc2)cc1	-17	0.4	0	.	.	-5	-10	3	0
CCc1ccccc1N(CC(=O)NC1CCCCC1)C(=O)CCC(=O)Nc1ccccn1	-1	-0.5	1	-0.2	20	-4	2	1	5
Cc1nc2c3c(-c4ccccc4)c(-c4ccccc4)oc3ncn2n1	.	0.3	-10	0.6	9	-1	14	5	-1
COc1cccc(CN(C)C(=O)c2csc3c2CCCC3)c1OC	10	-0.2	-7	1.4	-12	-5	10	8	-6
O=c1cc(-c2ccccc2)[nH]c2cc(F)ccc12	.	-0.4	-1	0.0	-7	7	-1	-4	-3
COc1nccnc1NS(=O)(=O)c1ccc(NS(=O)(=O)c2ccc(NC(C)=O)cc2)cc1	-4	-1.5	14	-0.5	-6	-3	4	0	-5
CCn1c2c(c(=O)n3ncc(C(=O)Nc4ccc(OC(F)(F)F)cc4)c13)CN(Cc1ccc(OC)cc1)CC2	-23	0.6	15	-0.9	.	4	-2	8	-1
Cc1nc2ccn(Cc3ccco3)c(=O)c2cc1C(=O)N1CCN(c2ccccc2)CC1	0	-0.4	-12	1.8	.	-2	5	-1	3
CCOC(=O)N1CCN(C(=O)C(=O)Nc2sc3c(c2C(N)=O)CC(C)(C)OC3)CC1	8	0.2	5	-0.2	33*	0	9	2	-1
CCOC(=O)C1CCCN(CC(=O)Nc2c(F)c(F)c(F)c(F)c2F)C1 (configuration not stated)	2	-0.2	-8	-0.1	-12	0	-17	3	1
CC(C)CCN(CCC(C)C)C(CO)(CO)CO	-4	0.6	8	1.3	-20	-4	3	1	-2
CC1=C(n2nnc3ccccc32)C(c2ccccc2)C(C#N)=C(N)O1 (configuration not stated)	.	0.8	-4	0.7	7	-2	13	2	-4
COc1ccc(S(=O)(=O)N2CCOC2CNC(=O)C(=O)NCCc2ccccc2)cc1 (configuration not stated)	6	-1.4	.	.	.	-8	-1	9	8
CCCCOc1ccc(S(=O)(=O)NNC(=O)C2Cc3c(ccc4ccccc34)O2)cc1 (configuration not stated)	-10	0.3	4	0.2	-4	3	4	0	2
O=C(NNC(=O)c1ccccc1F)c1ccc(-n2cncn2)c([N+](=O)[O-])c1	5	0.5	-5	-0.2	6	-7	2	1	-1

Following part
SMILES	RXFP1 antag	TRHR agonist	D2 PAM	D2 ag	D2 antag	D1 potentiator	D1 antagonist	D1 agonist	TRHR PAM
CCOc1ccc(OCC)c(NC(=O)C2CCCN(c3nc(C)cc(C)n3)C2)c1 (configuration not stated)	1	-1.2	4	-1.0	-3	-2	0	3	1
O=C(C1CCN(S(=O)(=O)c2ccccc2)CC1)N1CCC1	1	0.2	7	0.3	-23	.	41	5	3
N#CCC(CNc1ncc(C(F)(F)F)cc1Cl)OC(=O)c1cccc([N+](=O)[O-])c1 (configuration not stated)	24	-0.1	5	1.4	-13	1	8	2	-5
CCOC(=O)C1CN(S(=O)(=O)c2ccc(OC)cc2)c2cc(S(=O)(=O)CC)ccc2O1 (configuration not stated)	-5	0.4	12	0.7	-12	4	2	7	-6
CN(C)C(CN=C1NS(=O)(=O)c2ccccc21)c1ccco1 (configuration not stated)	0	0.4	-5	0.2	7	4	12	-1	-3
c1ccc(CCN(Cc2ccccc2)Cc2nc(C3CC3)no2)cc1	-28	0.4	19	1.1	-7	1	13	5	6
CCN(CC)C(=O)N(CC)Cc1ccccc1	4	0.3	-8	-0.6	1	-5	6	1	-4
O=c1[nH]c2cc3c(cc2cc1CN(CCO)S(=O)(=O)c1ccccc1Cl)OCCO3	1	0.4	2	.	.	3	-4	1	-5
COC(=O)c1cc(C(=O)OC)cc(N2C(=O)CC(NNC(=O)c3ccccc3Br)C2=O)c1 (configuration not stated)	11	-0.1	16	-0.4	8	0	3	0	-1
O=c1[nH]c2ccc(F)cc2[nH]c1=O	5	0.4	4	0.3	2	13	5	1	-3
Cc1ccc(NC(=O)c2cc(S(=O)(=O)N3CCc4ccccc43)ccc2F)cc1Cl	-5	0.6	-7	0.1	.	2	-8	-2	5
COc1ccc(C(=O)/C=C/Nc2ccc(S(=O)(=O)Nc3ncccn3)cc2)cc1	.	0.0	5	0.1	3	1	-2	3	-1
CCOC(=O)c1c(CC(C)C)csc1/N=C/C1=C(O)CCCC1=O	-6	8.4	-3	1.8	-5	-5	4	17	19
CCN(CC)c1ccc(C(=O)NC(=S)N2CCN(Cc3ccc4c(c3)OCO4)CC2)cc1	5	0.4	.	.	.	-8	7	3	-6
COc1ccc(OC)c(/C=N/c2oc(-c3ccco3)c(-c3ccco3)c2C#N)c1	4	3.7	7	-0.1	10	2	9	7	18
COc1cc(S(=O)(=O)N2CCCCCC2)ccc1-n1cnnn1	-1	1.5	-8	-0.6	4	-2	0	1	2
N#Cc1c(-c2ccc(Br)cc2)nc2n(c1=O)CCCS2	-2	-0.3	-1	0.6	-6	-7	-13	3	5
CCOC(=O)C1=C(C)NC(=O)NC1c1cccnc1 (configuration not stated)	-6	0.0	9	1.1	-1	-10	-5	3	10
COc1ccc2[nH]c(=O)c(CN(C(=O)C(C)C)c3ccccc3OC)cc2c1	-17	0.0	-6	0.8	-9	-17	1	0	-7
Cc1ccc(C)c(OCc2nc(-c3cccnc3)no2)c1	6	-0.7	3	-0.7	3	1	19	0	-4
COc1cccc(C(=O)Nc2cccc(S(=O)(=O)NC3=NCCC3)c2)c1	10	0.2	10	0.2	11	-8	3	-1	6

Filtered by structure, the entries above containing fluorine (8)
SMILES	RXFP1 antag	TRHR agonist	D2 PAM	D2 ag	D2 antag	D1 potentiator	D1 antagonist	D1 agonist	TRHR PAM
CN(C(=O)CC1C(=O)NCCN1Cc1ccccc1F)C1CCOCC1 (configuration not stated)	-1	0.7	12	0.7	-6	-3	-7	2	1
O=c1cc(-c2ccccc2)[nH]c2cc(F)ccc12	.	-0.4	-1	0.0	-7	7	-1	-4	-3
CCn1c2c(c(=O)n3ncc(C(=O)Nc4ccc(OC(F)(F)F)cc4)c13)CN(Cc1ccc(OC)cc1)CC2	-23	0.6	15	-0.9	.	4	-2	8	-1
CCOC(=O)C1CCCN(CC(=O)Nc2c(F)c(F)c(F)c(F)c2F)C1 (configuration not stated)	2	-0.2	-8	-0.1	-12	0	-17	3	1
O=C(NNC(=O)c1ccccc1F)c1ccc(-n2cncn2)c([N+](=O)[O-])c1	5	0.5	-5	-0.2	6	-7	2	1	-1
N#CCC(CNc1ncc(C(F)(F)F)cc1Cl)OC(=O)c1cccc([N+](=O)[O-])c1 (configuration not stated)	24	-0.1	5	1.4	-13	1	8	2	-5
O=c1[nH]c2ccc(F)cc2[nH]c1=O	5	0.4	4	0.3	2	13	5	1	-3
Cc1ccc(NC(=O)c2cc(S(=O)(=O)N3CCc4ccccc43)ccc2F)cc1Cl	-5	0.6	-7	0.1	.	2	-8	-2	5

Part of the list above, showing only D2 antag and D1 potentiator.
SMILES | D2 antag | D1 potentiator
N#Cc1c(-c2ccc(Br)cc2)nc2n(c1=O)CCCS2 | -6 | -7
CCN(CC)C(=O)N(CC)Cc1ccccc1 | 1 | -5
